Yeast growth tox – Compounds toxic to wild-type S. cerevisiae growth; A595 turbidity, 16 h; growth inhibition, % at 25 µM (by protocol); 0.3% of 30,000 active;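 active means mutant and wild-type yeast strains alike exhibit over 30% growth inhibition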;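 further: 0% = untreated cell controls and 100% = YPD media blanks without cells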
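System – wild-type and eIF2Bepsilon-R284H mutant S. cerevisiae, screened separately · Measured by – absorbance at 595 nm (turbidity) · Timing – 16 h compound exposure during growth at 30 °C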
Yeast eIF2B – eIF2B (yeast) activity modulation; S. cerevisiae eIF2B-epsilon R284H, GCN4-lacZ luminescence; inhibition, % at 25 µM (by protocol); 0.91% of 27,000 active;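 active means mutant luminescence inhibited past about 50% while wild type luminescence and mutant growth stay under set limits, limit read from the data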; further: some compounds called inactive have numbers as strong as hits
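Times: 16 h growth with compound at 30 °C, 90 min Beta-Glo step; Assay system: yeast eIF2B-epsilon R284H mutant carrying GCN4–beta-galactosidase fusion; Measure: % inhibition of reporter signal and growth versus controls; Dosing: one concentration, 25 µM, 0.25% DMSO; Buffer or medium: YPD yeast growth medium; Measured by: Beta-Glo luminescence plus absorbance at 595 nm.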
Yeast growth tox inhibition % – second read-out of Yeast growth tox, no call of its own (marks repeat the call); growth inhibition, %; S. cerevisiae eIF2Bepsilon-R284H mutant growth, A595 turbidity, 16 h;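 each compound tested once at 25 µM; 0% equals untreated cells and 100% equals cell-free medium blanks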
Yeast eIF2B mutant toxicity – recorded beside Yeast eIF2B, whose call it bears; growth inhibition, %; measured here: mutant yeast growth, toxicity;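 each compound tested once at 25 µM; zero equals untreated control growth and 100 equals blank medium absorbance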
The depositor's hits bear a star; x = not tested or not shown. The list is partial; the hit share may differ from the screen's.

SMILES	Yeast growth tox	Yeast growth tox inhibition %	Yeast eIF2B	Yeast eIF2B mutant toxicity
CCCc1[nH]nc2c1C1(CCOC1C)C(C#N)=C(N)O2 (centres undefined)	11	5	10	5
CC(C)CCNC(=O)COc1ccc2c(c1)C(=O)CC(C)(C)O2	7	23	24	23
Cc1oc(CC(C)C)cc1C(=O)Nc1ccc(C(=O)O)cc1	0	-5	-26	-5
COc1cc(C2=NOC(C(=O)NCc3cccs3)C2)cc(OC)c1OC (centres undefined)	4	20	12	20
O=c1[nH]c(SCc2n[nH]c(=S)n2-c2ccccc2)nc2sc3c(c12)CCC3	35	5	x	x
CC(=O)C1=C(O)C(=O)N(CCC(=O)O)C1c1cccc(F)c1 (centres undefined)	15	12	24	12
CC(=O)Nc1ccc(S(=O)(=O)NC(C(=O)O)C(C)C)cc1 (centres undefined)	4	-5	2	-5
Cc1cc(NC(=O)c2cc(-c3ccccc3)on2)no1	10	9	18	9
O=C(O)CSCCn1cccn1	19	8	14	8
CCOC(=O)N1CC=C2C(C#N)=C(N)C(C#N)(C#N)[C@H](c3ccsc3)[C@H]2C1	3	-10	19	-10
O=S(=O)(Nc1cccnc1)c1cccc(Cl)c1	2	6	16	6
C/C(=N\OC(=O)c1cccc(Cl)c1)c1sc(C)nc1C	36	28	12	28
OC1(c2cccc(C(F)(F)F)c2)CCN(c2ncnc3c2[nH]c2ccc(F)cc23)CC1	14	2	0	2
Cc1cccc(NC(=O)COc2nsnc2N2CCOCC2)c1	12	47	54	47
O=c1[nH]c(N2CCc3ccccc32)nc2c1CCCC2	6	-15	6	-15
CCOC(=O)C1CCN(C(=O)CCn2c(=O)[nH]c3ccsc3c2=O)CC1	21	0	17	x
COc1cccc(NC(=O)CCNC(=O)Cn2ccc3ccccc3c2=O)c1	18	11	x	x
N#CC1=C(N)Oc2cc(N)ccc2C1C1CC=CCC1 (centres undefined)	8	-7	13	-7
O=C(O)CNC1=NCCCCC1	21	12	28	12
CC12COC3(C(=O)Nc4cccnc4)CC1CCC32C (centres undefined)	16	0	0	x
O=C1COc2ccc(OCc3ccc(F)cc3)cc21	6	8	27	8
O=C(COc1cccc2cccnc12)N/N=C1\SCC(=O)N1Cc1ccco1	x	x	-20	x
CCc1cc2c(=O)c(-c3nc4ccccc4n3C)coc2c(CN2CCOCC2)c1O	8	-16	25	-16
O=C(c1ccc(=O)oc1)N1CCOCC1	-3	-16	11	-16
Cc1cc2nc3c(nc2cc1C)C1(C(=O)O)CCC3(C)C1(C)C (centres undefined)	-7	0	-30	x

In a second layout: 2 of the compounds above.
Below each compound: Yeast growth tox, Yeast growth tox inhibition %, Yeast eIF2B, Yeast eIF2B mutant toxicity
O=S(=O)(Nc1cccnc1)c1cccc(Cl)c1
→ 2, 6, 16, 6
O=C(COc1cccc2cccnc12)N/N=C1\SCC(=O)N1Cc1ccco1
→ x, x, -20, x

Entries listed so far containing an NH in an aromatic ring, in the order listed:
SMILES	Yeast growth tox	Yeast growth tox inhibition %	Yeast eIF2B	Yeast eIF2B mutant toxicity
CCCc1[nH]nc2c1C1(CCOC1C)C(C#N)=C(N)O2 (centres undefined)	11	5	10	5
O=c1[nH]c(SCc2n[nH]c(=S)n2-c2ccccc2)nc2sc3c(c12)CCC3	35	5	x	x
OC1(c2cccc(C(F)(F)F)c2)CCN(c2ncnc3c2[nH]c2ccc(F)cc23)CC1	14	2	0	2
O=c1[nH]c(N2CCc3ccccc32)nc2c1CCCC2	6	-15	6	-15
CCOC(=O)C1CCN(C(=O)CCn2c(=O)[nH]c3ccsc3c2=O)CC1	21	0	17	x

(more compounds)
SMILES	Yeast growth tox	Yeast growth tox inhibition %	Yeast eIF2B	Yeast eIF2B mutant toxicity
CCc1ccc(C2=NN(S(C)(=O)=O)C(c3cccs3)C2)cc1 (centres undefined)	16	10	13	10
NC(=O)C1CCN(C(=O)N2c3ccccc3Sc3ccccc32)CC1	15	8	23	8
CCN1CNC(=S)N(c2cc(C)ccc2C)C1	-1	0	20	x
CCOC(=O)c1c(NC(=O)CSc2nc3c(c(=O)n(C)c(=O)n3C)n2CC)sc(C)c1C	-41	-45	7	-45
Cc1ccccc1OCC(O)Cn1nnc2ccccc21 (centres undefined)	x	x	20	x
CCOc1ccccc1C(=O)Nc1nnc(COC)s1	-1	11	0	11
CC(C)(C)n1nnnc1C(c1ccc(F)cc1)N(Cc1ccc(F)cc1)Cc1ccco1 (centres undefined)	6	-14	23	-14
S=c1[nH]nc(-c2ccc(Cl)cc2)n1Cc1ccccc1	-7	7	42	7
Nc1c(C(=O)OCC2CCCO2)c2nc3ccccc3nc2n1C1CCCCC1 (centres undefined)	14	-19	7	-19
CN(C(=O)c1cccc(C#N)c1)c1nnc(C2CCCO2)s1 (centres undefined)	-5	-15	30	-15
CC1(C)N=C(SCC(=O)Nc2ccccc2)C(c2ccc(Cl)cc2)=N1	8	13	x	x
COc1ccc(NC(=O)c2cccc(NC(=O)C3C4CC5OC(=O)C3C5C4)c2)c(OC)c1 (centres undefined)	-8	-10	-9	-10
Cn1c(=O)c2c(nc(NCc3ccco3)n2CCc2ccccc2)n(C)c1=O	20	-16	20	-16
Cc1ccc(S(=O)(=O)N2CCCCC2C(=O)N2CCN(c3ccccc3F)CC2)cc1 (centres undefined)	27	10	11	10
Brc1cc(Br)c2nc(-c3cccs3)ccc2c1	20	10	14	10
CCOC(=O)c1c(C)oc2ccc(NS(=O)(=O)c3cccs3)cc12	3	12	22	12
Cn1nc(-c2ccc(C(=O)N3CCN(c4ccccc4)CC3)cc2)c2ccccc2c1=O	-6	-21	-13	-21
O=C(CSc1nnc(-c2cccs2)n1Cc1ccco1)Nc1ccc2c(c1)OCO2	-52	0	-107	x
COC(=O)CC(=O)Cc1nc(N)nc(Nc2ccc(C)c(C)c2)n1	-10	-18	-8	-18
COc1ccc(-c2nn[nH]n2)cc1OC	18	9	x	x
CCCc1nc(Nc2nc3ccccc3o2)nc(C)c1C(=O)OCC	-47	-24	-2	-24
N/C(Cc1ccc([N+](=O)[O-])cc1)=N\OC(=O)c1ccc2ccccc2c1	64*	68*	29	68
Oc1cc2c(cc1CN1CCN(c3cccc(C(F)(F)F)c3)CC1)CCC2	26	-14	6	-14
O=C(COC(=O)C1(c2ccc(Cl)cc2)CCCC1)NC1CCS(=O)(=O)C1 (centres undefined)	-16	0	27	x
O=C(c1cccnc1NCc1ccc(F)cc1)N1CCOCC1	7	-18	11	-18

Additional entries follow.
SMILES	Yeast growth tox	Yeast growth tox inhibition %	Yeast eIF2B	Yeast eIF2B mutant toxicity
CCOC(=O)N1CCN(C(=O)CCCn2c(=S)[nH]c3ccc(Br)cc3c2=O)CC1	-2	11	22	11
CCc1ccc(-c2nc(CN3CCC(C(=O)NCCN(CC)c4ccccc4)CC3)c(C)o2)cc1	-6	-19	x	x
O=S(=O)(c1cccc2nsnc12)N1CCN(C/C=C/c2ccccc2)CC1	x	x	0	x
CCCc1cc(NCC2CCCO2)n2c(nc3ccccc32)c1C#N (centres undefined)	-18	-30	25	-30
CCCCSc1nc(O)c(C2OC(=O)c3c2ccc(OC)c3OC)c(=O)n1C (centres undefined)	-8	-4	11	-4
O=C(O)CNS(=O)(=O)c1cccc2nsnc12	13	13	x	x
CC(C(=O)N1CCN(C)CC1)N1C(=O)c2ccccc2C1=O (centres undefined)	27	4	-10	4
Cc1noc(C)c1CSc1cc(C)c2ccccc2n1	14	9	9	9
CCOC(=O)c1ccc(Nc2nc(C)cc(=O)[nH]2)cc1	15	6	18	6
Cc1cccc(OC(=O)c2ccc3nccnc3c2)c1	20	16	x	x
OCCNc1nc(N2CCN(Cc3ccccc3)CC2)nc2ccccc12	6	-5	43	-5
Cc1oc(-c2ccccc2)cc1C(=O)Nc1ccc2ccccc2c1	21	-25	-6	-25
CCC(C)(C)NC(=O)C(c1ccccc1F)N(Cc1ccco1)C(=O)c1csnn1 (centres undefined)	-1	31	-6	31
CCOC(=O)COc1c(-c2ccc(OC)cc2)oc2ccccc2c1=O	8	-4	29	-4
Cc1cccc(C)c1NC(=O)/C(C#N)=C/c1cccs1	7	5	8	5
CC(C)n1c(N2CCN(CC(=O)NCc3cccs3)CC2)nc2ccccc21	-13	0	15	x
CC(=O)Oc1cccc(N2C(=O)C3CC=CCC3C2=O)c1 (centres undefined)	-2	5	10	5
CCOC(=O)c1c(N)sc(C(=O)N2CCOCC2)c1C	-4	-2	-92	-2
CC(=O)c1ccc(NC(=O)c2noc3c2CCCCC3)cc1	-9	-10	69*	x
CCOC(=O)C(NC(=O)CC)(Nc1ccc(S(=O)(=O)Nc2ncccn2)cc1)C(F)(F)F (centres undefined)	4	10	-5	10
O=C(Nc1ccc(NC(=O)C2CC2)nc1)c1ccco1	5	9	0	9
Cc1cc(C)n(C(=O)CNC(=O)c2cccs2)n1	-11	-9	14	-9
c1csc(-c2nn3c(C4CCCCC4)nnc3s2)c1	-13	-5	-21	-5
CC(C)Cn1c(=O)[nH]c2ccccc21	12	15	x	x
COc1cc(/C=N/n2cnnc2)ccc1OCc1ccc(C)cc1	7	6	9	6

Later entries
SMILES	Yeast growth tox	Yeast growth tox inhibition %	Yeast eIF2B	Yeast eIF2B mutant toxicity
CC(C)CN(CCC(=O)O)CC(C)C	19	14	7	14
COc1ccc(CNC(=O)CSc2nnnn2Cc2ccccc2)cc1	4	4	11	4
N#Cc1c(NC(=O)CCC(=O)O)sc2c1CCCC2	13	8	-27	8
CC1CN(C(=O)Cn2cnc3c2c(=O)n(C)c(=O)n3C)CC(C)O1 (centres undefined)	-2	6	x	x
COc1ccc(Nc2nc(-c3sc(NC(C)=O)nc3C)cs2)cc1	-7	3	x	x
COc1ccc(N/C(=N\c2nc(C)cc(C)n2)NC(=O)C(C)C)cc1OC	9	0	19	x
CC1CCN(S(=O)(=O)c2ccc(Br)s2)CC1	-4	6	-14	6
COc1ccc(CNC(=O)CCn2cccc2)cc1	15	33	19	33
Nc1ccc(C(=O)Nc2ccccc2C(=O)O)cc1	17	14	9	14
CCOc1ccc(CCNC(=O)C(CC)n2nc(C)n3c(cc4sccc43)c2=O)cc1OCC (centres undefined)	2	0	21	x
Cc1csc(NC(=O)c2cc3c(s2)CCCC3)n1	-7	-19	20	-19
CN1C(=O)N(C)C2CC1N(C)C(=O)N2C	-2	-11	21	-11
CC(=O)C1=C(O)C(=O)N(Cc2ccccc2)C1c1ccccc1F (centres undefined)	13	3	x	x
O=C(NCC1CCN(c2ccc(S(=O)(=O)N3CCOCC3)cc2)CC1)c1cccc(Cl)c1	28	26	17	26
COCCNS(=O)(=O)c1cc(Br)ccc1OC	10	9	18	9
CCCNC(=O)c1ccccc1NC(=O)COc1ccc(OC)cc1	13	0	x	x
Nc1c2c(nc3ccn(-c4ccccc4)c(=O)c13)CCCCC2	-7	-25	29	-25
CC(C)(C)n1nnnc1C(c1cccnc1)N(Cc1ccccc1)Cc1cccs1 (centres undefined)	13	-5	-5	-5
Cn1c(=O)n(C)c2cc(C(=O)c3ccccc3)ccc21	42	14	26	14
Cc1occc1C(=O)Nc1ccccc1NC(=O)c1ccoc1C	22	4	x	x
COc1cc([C@@H]2[C@H]3CNCC=C3C(C#N)=C(N)C2(C#N)C#N)ccc1OC(C)C	13	10	5	10
O=S(=O)(NCC1OCCc2ccccc21)c1ccccc1 (centres undefined)	16	15	x	x
COc1ccc(CC(=O)NCCN2CCCC2)cc1	-8	-5	29	-5
CCOC(=O)c1cc(C#N)c(SCc2ccc(C#N)cc2)nc1C	-22	-36	5	-36
CCOC(=O)CNS(=O)(=O)c1cc(-c2nn(C)c(=O)c3ccccc23)ccc1C	2	-4	22	-4

Next part
SMILES	Yeast growth tox	Yeast growth tox inhibition %	Yeast eIF2B	Yeast eIF2B mutant toxicity
CCOC(=O)C1=C(NC(=O)c2ccc(Br)o2)Nc2ccccc2N=C1	1	-3	42	-3
CC1=CCC2(CO)COC(c3ccccc3O)C1C2 (centres undefined)	12	11	10	11
Cc1ccc(C(=O)CSc2nnc(CNc3ccc(C)cc3C)o2)cc1	x	x	2	x
CS(=O)CSc1nc2c(cc1C#N)CCCC2 (centres undefined)	14	-10	18	-10
CCN1CCN(c2ncc(C(=O)N3CCN(c4ccccc4OC)CC3)c3ccccc23)CC1	15	-3	11	-3
CC(=O)Nc1ccccc1-c1nn[nH]n1	17	19	31	19
CCN(CC)C(=O)CSc1ncnc2c1nnn2-c1ccc(OC)cc1	-2	-23	19	-23
O=c1cc(-c2cccs2)oc2ccc(Cl)cc12	-34	10	-8	10

Some entries already given, showing only Yeast growth tox inhibition %:
Compound,Yeast growth tox inhibition %
COc1cc([C@@H]2[C@H]3CNCC=C3C(C#N)=C(N)C2(C#N)C#N)ccc1OC(C)C,10
O=S(=O)(NCC1OCCc2ccccc21)c1ccccc1 (centres undefined),15
COc1ccc(CC(=O)NCCN2CCCC2)cc1,-5
CCOC(=O)c1cc(C#N)c(SCc2ccc(C#N)cc2)nc1C,-36
CCOC(=O)CNS(=O)(=O)c1cc(-c2nn(C)c(=O)c3ccccc23)ccc1C,-4
CCOC(=O)C1=C(NC(=O)c2ccc(Br)o2)Nc2ccccc2N=C1,-3
CC1=CCC2(CO)COC(c3ccccc3O)C1C2 (centres undefined),11

Assay outcomes as filed in PubChem BioAssay.
